FBPA coupling cs = qHTS Assay for Inhibitors of Fructose-1,6-bisphosphate Aldolase from Giardia Lamblia: Coupling assay counterscreen. coupling enzyme system counterscreen, AmpLite Red fluorescence. activity change, negative = inhibition, % at 58.2 µM, hits read low. hit rate 0.67% among 290,000. AID 2472, 2010; in the data active = activity change below about -30%; also: % is scaled to controls: 0 for no effect and ±100 for the full control effect
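Coupling enzymes only (glyceraldehyde-3-phosphate) + compound, at 57.5 uM final, 10 min RT; add substrate/coupling/AmpLite Red mix, 20 min RT; fluorescence ex 525/em 598 nm. Actives flag coupling-system interference.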
Tb PFK block = qHTS Assay to Find Inhibitors of T. brucei phosphofructokinase; hit rate 0.17% among 330,000; ATP-dependent 6-phosphofructokinase (Trypanosoma brucei brucei), O15648; Potency, µM (top dose mostly 57.5 µM), for inactives: at the top dose activity, negative = inhibition, usual class: inhibitors; T. brucei PFK, ADP-Glo luminescence;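 also: potency is read from the fitted curve at half-maximal effect; 0% = uninhibited 1x PFK enzyme wells and -100% = no-enzyme wells; nearly all actives have a fitted effect of over 60% in size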
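PFK 1.25 nM, F6P 0.5 mM, ATP 0.1 mM, 0.1 M TEA pH 8.0, 5 mM MgCl2, 0.01% Tween20, 0.1% BSA; 45 min RT. ADP-Glo readout. qHTS titration up to 57 uM; curves fitted, compounds curve-classed.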
PKM2 act = qHTS Assay for Activators of Human Muscle isoform 2 Pyruvate Kinase. purified PKM2, Kinase-Glo ATP luminescence, activation; response scale: 0% is enzyme alone, no compound. Potency, µM (series often up to 57.5 µM), inactives show top-dose activation, most hits filed as activators. hit rate 0.34% among 260,000; also: potency is read from the fitted curve at half-maximal effect; % is scaled to controls: 0 for no effect and ±100 for the full control effect; nearly all actives have a fitted effect of over 55% in size
Target sequence (P14618 whole entry, looked up, canonical isoform): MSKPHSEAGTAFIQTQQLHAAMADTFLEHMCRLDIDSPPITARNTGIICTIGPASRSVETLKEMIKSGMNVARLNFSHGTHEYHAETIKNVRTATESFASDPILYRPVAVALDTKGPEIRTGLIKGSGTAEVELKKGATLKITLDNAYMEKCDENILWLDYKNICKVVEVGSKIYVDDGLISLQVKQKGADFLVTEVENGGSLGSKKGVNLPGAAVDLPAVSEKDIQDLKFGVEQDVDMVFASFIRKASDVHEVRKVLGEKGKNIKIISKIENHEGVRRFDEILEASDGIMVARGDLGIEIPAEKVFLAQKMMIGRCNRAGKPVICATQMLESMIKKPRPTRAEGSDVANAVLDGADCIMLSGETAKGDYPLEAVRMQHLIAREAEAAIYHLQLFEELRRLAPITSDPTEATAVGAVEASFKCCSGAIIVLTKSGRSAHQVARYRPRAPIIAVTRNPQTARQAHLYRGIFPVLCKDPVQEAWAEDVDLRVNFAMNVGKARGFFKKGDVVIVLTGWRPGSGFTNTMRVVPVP
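Kinase-Glo luminescence reports ATP generated from ADP (0.1 mM) and PEP (0.5 mM) by purified hPK-M2 after 1 h at room temperature, pH 7.2 imidazole buffer; intermediate enzyme activity allows detecting inhibitors and activators.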
S-ASM inh = Inhibitors of Secretory Acid Sphingomyelinase (S-ASM): qHTS; hit rate 0.006% among 340,000; AID 504937, 2011; Potency, µM (series often up to 57.5 µM), for inactives: top-dose activity change, negative = inhibition, actives largely listed as inhibitors; placental ASM, HMU-PC fluorogenic substrate, 60 min; Sphingomyelin phosphodiesterase (Homo sapiens), P17405; also: potency is read from the fitted curve at half-maximal effect
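Fluorogenic HMU-PC substrate (9 uM final) is turned over by placental ASM in 60 min at 37 C after a 10 min compound preincubation. Reaction ended by alkaline stop (pH 10), with fluorescence read at 386/447 nm.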
PTAP TSG101 blk = qHTS Assay for Iinhibitors of HIV-1 Budding by Blocking the Interaction of PTAP/TSG101; Fluorescence polarization, FITC-PTAP peptide / Tsg101 binding; Potency, µM (doses to about 115 µM), without a hit: top-dose activity change, negative = inhibition, most hits filed as inhibitors; 340,000 tested, under 10 active; AID 493005, 2010; active = well fitted inhibition curve with a large enough effect in the main read-out, with a control signal flat, not every such curve was filed as active; inconclusive = small, poorly fitted or top-dose-only effect, or effect the other way, or a change in a side signal; inactive = no such curve, though single readings can be large or run the other way; also: potency is read from the fitted curve at half-maximal effect; % of control where 0% means no effect
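Tsg101 binding domain (10 uM final) was mixed with compound and a FITC-labeled PTAP peptide (50 nM final) in HEPES pH 7.5 buffer with NaCl, Tween 20, EDTA and TCEP; fluorescence polarization was read after 20 min at r.t.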
Menin-MLL TR inh = qHTS Assay for Inhibitors Targeting the Menin-MLL Interaction in MLL Related Leukemias: Competition With Texas Red Labeled MLL-derived Mutant Peptide; O00255; Menin + Texas Red MLL mutant peptide, fluorescence polarization; Potency, µM (top dose mostly 61.6 µM), without a hit: top-dose FP activity change, negative = inhibition, usual class: inhibitors; hit rate 0.23% among 270,000; AID 1768, 2009; active = well fitted inhibition curve with a large enough effect in the polarisation, with a control signal flat, not every such curve was filed as active; inconclusive = small, poorly fitted or top-dose-only effect, or effect the other way, or a change in a side signal; inactive = no such curve, though single readings can be large or run the other way; the % refers to the polarisation; also: potency is read from the fitted curve at half-maximal effect; % of control where 0% means no effect; many of its hits are not listed in these tables
Giardia kill = Small Molecules that selectively kill Giardia lamblia: qHTS; Giardia lamblia trophozoite viability; activity change, % at 7.66 µM, hits read low; hit rate 0.15% among 340,000; AID 540267, 2011; in the data active = activity change below about -80%; inconclusive = between about -30% and that limit;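 also: parasites exposed to compound for two days anaerobically before the ATP read; % is scaled to controls: 0 for no effect and ±100 for the full control effect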
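Anaerobic 48 hrs incubation at 37 deg C of 100 trophozoites/well with test compounds; ATPLite 1-Step luminescence, 15-30 min RT, reports cellular ATP as viability.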
Integrin act MD = qHTS for Activators of Integrin-Mediated Alleviation for Muscular Dystrophy | alpha7betagal myoblasts, beta-gal FDG fluorescence, 48 h | AID 624291, 2012 | hit rate 0.064% among 350,000 | Potency, µM (doses to about 38.3 µM), without a hit: at the highest dose activation, most hits filed as activators;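 also: potency is read from the fitted curve at half-maximal effect; 100% = response of the positive control SU9516; nearly all actives have a fitted effect of over 60% in size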
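alpha7betagal+/- myoblasts (passage 13, 250/well) treated 48 h at 37C with compounds at 1:260 dilution of DMSO stock. Lysed, then beta-galactosidase activity read as FDG fluorescence (ex 480/em 540) after 30 min, with pre-read for autofluorescence.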
B2AR arrestin = qHTS assay of beta-arrestin-biased ligands of beta2-adrenergic receptor; Beta-2 adrenergic receptor (Homo sapiens), P07550; beta-arrestin recruitment to beta2AR, cell-based reporter; Potency, µM (titrated, usually from 46.1 µM), inactives show top-dose activation, most hits filed as activators; hit rate 0.02% among 330,000; AID 492947, 2010;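 also: potency is read from the fitted curve at half-maximal effect; 0% = DMSO controls and full agonism = EC100 isoproterenol or metaproterenol; nearly all actives have a fitted effect of over 65% in size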
Chronic BCR inh = qHTS Assay to Find Inhibitors of Chronic Active B-Cell Receptor Signaling. ABC-DLBCL IkBa-CBG/CBR reporter, luminescence ratio, 4 h. Potency, µM (series often up to 46.1 µM), without a hit: at the highest dose ratio change, negative = lower green/red ratio, usual class: inhibitors. hit rate 0.05% among 340,000; active = well fitted inhibition curve with a large enough effect in the signal ratio, with a control signal flat, not every such curve was filed as active; inconclusive = small, poorly fitted or top-dose-only effect, or effect the other way, or a change in a side signal; the % refers to the signal ratio;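 also: potency is read from the fitted curve at half-maximal effect; plate controls were basal doxycycline-induced cells for no effect and cells given 10 µM MG132 for full effect; MG132 reads +100%, hits lower the ratio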
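TMD8 ABC-DLBCL cells carrying doxycycline-inducible green luciferase fused to IkappaBalpha plus unfused red luciferase were exposed to compounds (up to 46 uM) for 4 hrs at 37C. Activity came from the overlap-corrected green/red luminescence ratio.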
GALK inh = qHTS Assay for Inhibitors of Human Galactokinase (GALK). Purified GALK, Kinase-Glo residual ATP luminescence. hit rate 0.007% among 270,000. Potency, µM (doses to about 57.5 µM), for inactives: at the highest dose activity change, negative = inhibition, actives largely listed as inhibitors; also: potency is read from the fitted curve at half-maximal effect; % is scaled to controls: 0 for no effect and ±100 for the full control effect
Target sequence (P51570 whole entry, looked up): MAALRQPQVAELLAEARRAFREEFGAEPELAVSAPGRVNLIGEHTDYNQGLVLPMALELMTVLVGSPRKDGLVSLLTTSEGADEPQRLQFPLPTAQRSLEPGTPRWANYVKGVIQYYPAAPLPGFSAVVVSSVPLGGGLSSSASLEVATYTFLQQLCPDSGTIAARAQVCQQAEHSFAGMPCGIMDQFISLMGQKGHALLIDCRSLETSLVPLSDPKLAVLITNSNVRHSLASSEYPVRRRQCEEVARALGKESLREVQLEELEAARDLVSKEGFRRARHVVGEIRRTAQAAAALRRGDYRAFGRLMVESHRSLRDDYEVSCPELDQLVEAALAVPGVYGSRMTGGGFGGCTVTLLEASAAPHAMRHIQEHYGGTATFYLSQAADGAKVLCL
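GALK at 5 nM final was combined with compound, 35 uM ATP and 100 uM galactose in HEPES pH8.0 with MgCl2 and DTT. The reaction ran one hour at room temperature before luminescent ATP detection.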
* marks the source's active call; other numbers are inactive results; u = inconclusive; x = not tested or not shown; [ ] = dose if it differs, or a comment. Unless noted, calls follow the shape of the dose curve; as a rule, active = well fitted curve in the direction sought with a large enough effect; inconclusive = small, poorly fitted or top-dose-only effect, or another doubt; inactive = no such curve, though single readings can be large; an effect the other way counts as inactive or inconclusive. Only part of the results is shown; rates above refer to the full screens.

SMILES	FBPA coupling cs	Tb PFK block	PKM2 act	S-ASM inh	PTAP TSG101 blk	Menin-MLL TR inh	Giardia kill	Integrin act MD	B2AR arrestin	Chronic BCR inh	GALK inh
Cc1ccc(NC(=O)c2ccc3c(c2)C(=O)N(c2cc(C)ccc2C)C3=O)nc1	4	1%	-5%	2%	2%	4%	-12	6%	-0.9%	u	2%
CC1(C)NC(=O)N(CC(=O)Nc2cc(S(=O)(=O)N3CCOCC3)ccc2N2CCOCC2)C1=O	-2	2%	u	x	x	4%	x	x	0.0%	-1%	0%
CCc1ccccc1NC(=S)N(Cc1ccc(OC)cc1)CC1CCC(C(=O)O)CC1 (stereo unspecified)	3	-4%	-4%	5%	-12%	1%	5	-7%	0.1%	6%	1%
CCCCc1cc(=O)oc2cc(OC(C)C(=O)NCC3CCC(C(=O)O)CC3)c(Cl)cc12 (stereo unspecified)	-1	4%	0%	-6%	2%	-1%	10	5%	0.6%	17%	x
O=S(=O)(c1ccccc1)N1CCN(c2nc(-c3cccnc3)nc3ccccc23)CC1	x	-8%	x	-7%	1%	x	18	20%	-0.6%	-1%	x
CCCOC(=O)Nc1c(C)cccc1C(C)C	-1	0%	1%	7%	-8%	-14%	3	18%	-0.1%	5%	-1%
Cc1[nH]n(-c2nc(-c3ccccc3F)cc(=O)[nH]2)c(=O)c1CCO	-5	3%	9%	0%	0%	8%	u	9%	-0.2%	7%	-2%
O=C(C1CCCN(S(=O)(=O)c2cccc3nsnc23)C1)N1CCc2ccccc2C1 (stereo unspecified)	0	-7%	3%	-6%	0%	-7%	5	-28%	-0.9%	-1%	2%
CC(C)n1cnc2cc(NCc3ccccc3O)ccc21	-7	-5%	25%	2%	0%	x	-4	7%	0.5%	-9%	1%
O=C(Nc1ccc(Cl)cc1)N1CCOC12CCC1(CC2)OCCO1	1	-1%	2%	1%	0%	2%	6	-2%	0.3%	u	-2%
COc1cccc(C(=O)Nc2cccc(NC(C)=O)c2)c1	-10	1%	6%	-2%	-6%	10%	-1	9%[7.66 µM]	-0.3%	u	4%
O=C(NCC1CCCO1)[C@@H]1CSC2c3ccccc3C(=O)N21 (stereo partly specified)	-3	-1%	-11%	-5%	-4%	-15%	-13	13%	-1.0%	-1%	1%
COC(=O)c1ccc(NC(=O)CNCc2ccncc2)cc1	-2	-4%	4%	6%	2%	-12%	7	-1%	-0.4%	-1%	0%
Cc1ccccc1NCC(=O)N=Nc1c(O)[nH]c2ccc([N+](=O)[O-])cc12	-4	-2%	1%	-11%	-8%	x	-8	23%	0.1%	-2%	-1%
Cc1ccc(NC(=O)COC(=O)c2ccc(=O)n(Cc3ccccc3)n2)cc1F	x	-4%	x	0%	-2%	x	3	-13%	0.0%	-5%	x
OC(CN1CCOCC1)c1ccc(F)cc1 (stereo unspecified)	0	-1%	-6%	3%	-13%	3%	-4	-2%	0.0%	-11%	6%
Cc1ccc(-n2nc3c(=O)n(C(C)C(=O)NCCC4=CCCCC4)nc(C)c3c2C)cc1 (stereo unspecified)	4	2%	x	-3%	-4%	-23%	-5	-35%	0.1%	9%	-4%
CCCc1cc(=O)[nH]c2nnc(SCC(=O)Nc3ccc4c(c3)OCCO4)n12	x	1%	x	0%	-1%	x	-4	-8%	0.1%	0%	x
Cn1nc(-c2ccc(Cl)cc2)cc1NC(=O)CC(C)(C)CC(=O)O	-1	0%	4%	6%	-8%	x	5	-3%	0.4%	-8%	-4%
Cc1ccc(S(=O)(=O)N(C)C)cc1NC(=O)c1ccccc1Br	0	1%	-34%	3%	-3%	2%	-2	-4%	-0.2%	u	1%
Cc1ccc(C)c(Sc2ccc(NC(=O)CCN3C(=O)NC4(CCCC4)C3=O)cc2)c1	x	1%	x	-13%	-5%	x	4	0%	-0.9%	u	x
Cc1nn(CCc2nn[nH]n2)c2nc(-c3ccc(Br)cc3)cc(C(F)(F)F)c12	1	0%	-4%	10%	-3%	u	29	4%	0.4%	5%	-4%
C/C(=N\NC(=O)c1nnn(-c2nonc2N)c1C)c1ccc(OCc2ccccc2)cc1	x	-3%	x	4%	-6%	x	-8	21%	0.2%	4%	-1%
CC(=O)c1ccc(-c2ccc(C(=O)N3CCCc4ccccc43)o2)cc1	-5	3%	-3%	8%	-3%	0%	-9	11%	0.3%	u	1%
COCCN(C(=O)COC(=O)c1cccnc1Cl)c1c(N)n(Cc2ccccc2)c(=O)[nH]c1=O	x	-3%	x	2%	-1%	x	17	-38%[inhibitor]	-0.3%	1%	x
Cc1ccc(CNC(=O)CSc2nc3ccccc3c(=O)n2CCCO)cc1	-5	-2%	-3%	-2%	-2%	0%	5	-14%	-0.1%	-6%	-1%
COc1ccc(CCNC(=O)Cc2cc(=O)[nH]c(=O)[nH]2)cc1OC	2	u	-7%	2%	-6%	-4%	-13	2%	0.3%	-4%	1%
CC1CCC2(CC1)NC(=O)N(CC(=O)N(Cc1ccccc1)C(C)(C)C)C2=O (stereo unspecified)	x	1%	x	1%	-7%	x	7	-8%	0.4%	0%	x
CCCN1CCN(C2CCCCC2NS(=O)(=O)c2ccc(Cl)cc2)CC1 (stereo unspecified)	-9	-4%	-1%	3%	0%	-12%	-5	-35%	0.4%	-2%	7%
COc1cccc(NC(=O)Nc2nnc(-c3ccccc3SCc3ccccc3)s2)c1	1	-1%	1%	8%	-12%	-30%	-20	4%	-0.1%	u	0%
Cc1ccc2c(c1)C(=O)C(=O)N2CCCOc1ccccc1	0	0%	11%	-4%	-4%	-4%	8	-22%	0.3%	u	-5%
COc1ccc(NC(=O)Cn2c(=O)c(C)nc3ccccc32)cc1Cl	5	0%	10%	-1%	1%	x	5	4%	-0.6%	3%	-4%
O=C(c1nc2nc(-c3ccccc3)cc(C(F)(F)F)n2n1)N1CCOCC1	2	-9%	-2%	1%	-10%	2%	-19	13%	-0.3%	5%	-2%
CN(C[C@H](Cc1ccccc1)N(CCN(CCc1ccccc1)N=O)N=O)N=O	-3	-5%	-3%	6%	0%	21%	-6	-10%	0.4%	6%	-2%
COc1cc(/C=C/C(=O)O)cc(S(=O)(=O)NCc2ccc3c(c2)OCO3)c1OC	0	0%	12%	0%	-2%	-2%	-11	-6%	0.1%	u	-2%
O=C(COc1ccc2ccccc2c1)NNC(=O)[C@@H]1CCCC[C@@H]1C(=O)O	3	5%	1%	1%	-3%	-2%	-8	8%	-0.6%	0%	-1%
CCSc1nnc(NC(=O)C2CCN(S(=O)(=O)c3cc(C(F)(F)F)ccc3Cl)CC2)s1	0	-4%	0%	-6%	-4%	2%	-10	-6%	11%	0%	x
Cc1ccc(/C=C/C(=O)NCc2cccs2)cc1	-16	-9%	-23%	2%	-8%	0%	-1	15%	-1.9%	u	2%
Cc1nc(SCCc2nc3ccccc3[nH]2)c2oc3ccccc3c2n1	x	-6%	x	1%	-10%	x	u	x	0.0%	-3%	x
C=CCn1c(SCC(=O)N2CCCCC2)nc(O)cc1=O	6	-1%	0%	-2%	-6%	-2%	11	3%	3.3%	-1%	0%
COc1ccc(NC(=O)c2ccc(Br)c(S(=O)(=O)N3CCOCC3)c2)cc1	2	-2%	0%	-5%	0%	12%	-5	11%	-0.4%	-1%	-1%
O=C(c1ccc(F)cc1)N1CCN(c2ccc([N+](=O)[O-])c(N3CCOCC3)c2)CC1	4	-1%	-3%	-12%	-4%	17%	-10	-18%	0.3%	-5%	2%
O=C(Cc1cccs1)NCCc1ccc(F)cc1	2	-5%	2%	5%	1%	15%	4	1%	0.1%	u	-2%

Assay outcomes deposited in PubChem by National Center for Advancing Translational Sciences (NCATS).
